T cell modulator: T cell immune modulators affecting CD8 T cell-vesicle binding | calls only at 7 µM | 330,000 compounds, 0.068% hits | 2C CD8+ T cell-vesicle binding, flow cytometry; hits give low values;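 active = response, share of CD8 T cells binding vesicles, and their 90th percentile fluorescence all below set limits, cut at about 80% in these data, passing the limit was not always enough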
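Read-out – percent CD8+ FL2 mean versus row control · System – murine 2C transgenic CD8+ T lymphocytes · Times – 1.5 h cell–vesicle binding at 37 °C, then 20 min icy labelling · Control set – naked vesicles low, QL9 vesicles with vehicle high · Detection – cytometric PE anti-B7-1 and Alexa647 anti-CD8 signals after 1% paraformaldehyde fixation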
Myeloid diff MLP: compounds promoting myeloid differentiation; calls only at 10 µM; ER-HoxA9 myeloid progenitors, lysozyme-GFP differentiation, flow cytometry; AID 624256; 360,000 compounds, 1% hits;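 active = normalized GFP-positive differentiation at or above the plate's own cutoff, the solvent-only control mean plus 3 SD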;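 also: cells exposed to compound for four days before flow analysis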
T cell modulator vesicle-bound %: further read-out of T cell modulator, marked with its call; double positive events, %; measured here: CD8+ vesicle-bound cell fraction;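 binding gate set so that unloaded-vesicle control wells show 10% double positive cells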
Myeloid diff MLP GFP+ MAC1+ %: also measured in Myeloid diff MLP; calls as there; GFP+ MAC1+ double positive, %; measured here: differentiation confirmed by MAC1 staining
Active calls of the source: *; i = inactive; + = active, no number. An excerpt, so the mix of outcomes need not match the whole.

SMILES | T cell modulator | T cell modulator vesicle-bound % | Myeloid diff MLP | Myeloid diff MLP GFP+ MAC1+ %
O=C(NCCc1ccc(F)cc1)c1cccc2c1C(=O)c1ccc(N3CCC(Cc4ccccc4)CC3)cc1S2(=O)=O | i | 7.1 | + | 4.3*
COc1ccc(-c2c(-c3cc(OC)cc(OC)c3)n(C)c3ccc(-c4ccc5[nH]ccc5c4)cc23)cc1 | i | 29.5 | i | 1.9
Cc1cnc(C(=O)OCC(=O)N(C)CC(=O)Nc2ccccc2Cl)cn1 | i | 54.7 | i | 0.8
Cc1noc(C)c1S(=O)(=O)N(C)C[C@H]1Oc2c(cccc2N(C)C)C(=O)N([C@H](C)CO)C[C@@H]1C | i | 7.0 | i | 0.7
COc1cccc(C2c3[nH]c4ccccc4c3C[C@H]3C(=O)N(CCCCCO)CC(=O)N23)c1 (some centres undefined) | i | 33.8 | i | 0.8
Cc1cc(C)c(NC(=O)CNC(=O)CSc2nnc(N)s2)c(C)c1 | i | 32.6 | i | 0.4
CCOc1ccc(NC(=O)CN(C)C(=O)C2CSC3(C)CCC(=O)N23)cc1OCC (centres undefined) | i | 28.5 | i | 0.8
O=C(C[C@H]1C/C=C\C[C@H](Cc2ccc(F)cc2)C(=O)OCCNC1=O)NCCO | i | 19.0 | i | 1.1
O=C(CNC(=O)c1ccc(Cl)cc1Cl)OCC(=O)N1CCCC1 | i | 7.6 | i | 0.5
C#CCOCCOCCOCCNc1nc(N2CCN(C(=O)[C@H](CCCCN)n3cc(CCCC)nn3)CC2)nc(N2CCN(C(=O)[C@H](CCCCN)n3cc(CCC(=O)O)nn3)CC2)n1 | i | 42.1 | i | 1.3
CCN(CC(=O)Nc1ccc(NC(C)=O)cc1)C(=O)c1ccc(C(=O)c2ccccc2)cc1 | i | 38.0 | i | 0.3
C=CCOc1ccc(/C=C/C(=O)OCC(=O)N2CCCc3ccccc32)cc1 | i | 8.8 | i | 1.2
CC(C)C(=O)N1CC(=O)Nc2ccc(F)cc2C1c1ccc(F)cc1 (centres undefined) | i | 19.1 | i | 0.9
O=C(NCCc1ccc(F)cc1)c1ccc(NS(=O)(=O)c2ccc3[nH]c(=O)[nH]c3c2)cc1 | i | 31.9 | i | 0.6
CC(C)CN(C(=O)COC(=O)/C=C/c1cccs1)c1c(N)n(Cc2ccccc2)c(=O)[nH]c1=O | i | 39.7 | i | 0.1
O=C(c1cc(Br)ccc1Cl)N1CCN(c2ccc(N3CCOCC3)nn2)CC1 | i | 54.1 | i | 0.6
CCCCCCCNC(=O)C1(CC2CC(c3cccc(Br)c3)=NO2)CCN(C(=O)C2CCCC2)CC1 (centres undefined) | i | 32.9 | i | 2.2
CN(c1ccc(OCCOc2ccccc2Cl)cc1)S(=O)(=O)c1ccccc1 | i | 23.6 | i | 0.3
O=C(C[C@H]1C/C=C\CC[C@@H](Cc2ccc(F)cc2)C(=O)O[C@@H](c2ccccc2)CNC1=O)N[C@@H](CO)Cc1ccccc1 | i | 8.1 | i | 1.8
CSc1nnc(SCC(=O)N(C)c2c(N)n(Cc3ccccc3)c(=O)[nH]c2=O)s1 | i | 41.8 | i | 0.2
O=S(=O)(c1ccc(SCCO)nc1)N1CCOCC1 | i | 13.1 | i | 0.2
Cn1nc(-c2ccccc2)cc1NC(=O)c1ccc(Cl)cc1 | i | 19.2 | i | 2.0
CCn1c(SCc2c(Cl)cccc2Cl)nc2nc3c(cc2c1=O)CCCC3 | i | 56.6 | i | 0.3
COCCn1c(SCC(=O)NC2CC2)nnc1-c1ccc(Cl)cc1 | i | 36.6 | i | 0.4
O=C(Nc1ncccc1O)c1ccc(C(=O)c2ccccc2)cc1 | i | 10.2 | i | 1.8

Structural class, the compounds so far containing bromine (2)
SMILES | T cell modulator | T cell modulator vesicle-bound % | Myeloid diff MLP | Myeloid diff MLP GFP+ MAC1+ %
O=C(c1cc(Br)ccc1Cl)N1CCN(c2ccc(N3CCOCC3)nn2)CC1 | i | 54.1 | i | 0.6
CCCCCCCNC(=O)C1(CC2CC(c3cccc(Br)c3)=NO2)CCN(C(=O)C2CCCC2)CC1 (centres undefined) | i | 32.9 | i | 2.2

Arranged by molar mass (falling): 6 of the compounds above.
SMILES | T cell modulator | T cell modulator vesicle-bound % | Myeloid diff MLP | Myeloid diff MLP GFP+ MAC1+ %
CCCCCCCNC(=O)C1(CC2CC(c3cccc(Br)c3)=NO2)CCN(C(=O)C2CCCC2)CC1 (centres undefined) | i | 32.9 | i | 2.2
CC(C)CN(C(=O)COC(=O)/C=C/c1cccs1)c1c(N)n(Cc2ccccc2)c(=O)[nH]c1=O | i | 39.7 | i | 0.1
O=C(c1cc(Br)ccc1Cl)N1CCN(c2ccc(N3CCOCC3)nn2)CC1 | i | 54.1 | i | 0.6
Cc1cc(C)c(NC(=O)CNC(=O)CSc2nnc(N)s2)c(C)c1 | i | 32.6 | i | 0.4
O=C(Nc1ncccc1O)c1ccc(C(=O)c2ccccc2)cc1 | i | 10.2 | i | 1.8
O=S(=O)(c1ccc(SCCO)nc1)N1CCOCC1 | i | 13.1 | i | 0.2

Continued:
SMILES | T cell modulator | T cell modulator vesicle-bound % | Myeloid diff MLP | Myeloid diff MLP GFP+ MAC1+ %
O=C(NCc1ccccc1)C1=C[C@H](c2ccc3c(c2)OCO3)C[C@H](OCc2ccc(CO)cc2)O1 | i | 15.9 | i | 3.4
COc1cccc(CC(=O)OCC(=O)Nc2nnc(-c3ccccc3)o2)c1 | i | 20.0 | i | 1.5
Cc1ccc(Cn2c(C3CCCN3c3nc(-c4cc(Cl)c(N)c(Cl)c4)cs3)nc3cc(C(=O)NCCCO)ccc32)cc1 (centres undefined) | i | 49.8 | i | 1.3
COc1ccc(NC(=O)CC2C(=O)Nc3ccccc3N2CC(=O)N2CCCC2)cc1 (centres undefined) | i | 44.4 | i | 0.3
O=C(Cn1cc([N+](=O)[O-])ccc1=O)Nc1ccc2c(c1)OCO2 | i | 23.2 | i | 1.1
Cc1ccc(C)c(SCC(=O)Nc2oc(C)c3c(C)n[nH]c(=O)c23)c1 | i | 49.6 | i | 0.5
COc1cccc(SCc2noc(C(=O)NCCC(C)C)c2C(=O)NCCC(C)C)c1 | i | 9.6 | i | 1.7
COc1ccc(S(=O)(=O)NCC(c2ccc3c(c2)OCO3)N2CCN(C)CC2)cc1OC (centres undefined) | i | 47.5 | i | 1.1
CSCCC(NC(=O)c1ccccc1Cl)C(=O)NCc1ccncc1 (centres undefined) | i | 29.7 | i | 0.9
CC(c1ccc2c(c1)OCO2)n1c(=S)[nH]c2ccccc2c1=O (centres undefined) | i | 24.8 | i | 1.0
CC[C@@H]1Cc2cc(O)ccc2C2=C1c1ccc(O)cc1C[C@H]2CC | i | 27.0 | i | 1.7
Cc1noc(C)c1S(=O)(=O)Nc1ccc2c(c1)CC(=O)N([C@H](C)CO)C[C@H](C)[C@H](CN(C)S(=O)(=O)c1ccc(F)cc1)O2 | i | 4.3 | i | 0.7
Cc1cc(C(=O)COC(=O)/C=C/c2ccco2)c(C)n1C | i | 49.7 | i | 0.8
COc1ccc(N(CC(=O)NC2CCCCC2)S(=O)(=O)c2cccs2)cc1 | i | 21.4 | i | 0.8
CCN(Cc1ccccc1)S(=O)(=O)CCNC(=O)c1ccc(OC)cc1 | i | 33.6 | i | 0.2
Cc1ccc(/C=C/C(=O)OCC(=O)NC(C)c2ccccc2)o1 (centres undefined) | i | 3.4 | i | 0.5
Cc1ccccc1NC(=O)C1CCCN1S(=O)(=O)c1ccccc1C(F)(F)F (centres undefined) | i | 27.5 | i | 0.7
O=C(CCNC(=O)c1ccccc1)NNC(=O)c1ccccc1Br | i | 39.4 | i | 0.7
CCCCN(C(=O)CSc1nc2ccccc2s1)c1c(N)n(CCCC)c(=O)[nH]c1=O | i | 37.4 | i | 0.8
CC(=O)Nc1ccc(S(=O)(=O)NCCc2c[nH]c3ccc(C)cc23)cc1 | i | 56.6 | i | 0.6
CCCOc1cc2c(C#N)c(N3CCCC3)nc(N)c2c(N)n1 | i | 20.4 | i | 0.3
COc1ccc(CNC(=O)C(C)OC(=O)CO/N=C(\C)c2ccc3c(c2)OCO3)cc1 (centres undefined) | i | 43.2 | i | 0.5
NC(=O)C1CCN(c2ccc(S(=O)(=O)N3CCCCC3)cc2[N+](=O)[O-])CC1 | i | 45.1 | i | 0.7
CCC(=O)OCC(=O)C1(OC(=O)CC)[C@H](C)C[C@H]2[C@H]3[C@H]([C@@H](O)C[C@@]21C)[C@@]1(C)C=CC(=O)C=C1C[C@H]3Cl (some centres undefined) | i | 42.9 | i | 18.3
Cc1cnc(C(=O)OCC(=O)Nc2cc(S(=O)(=O)N3CCOCC3)ccc2Cl)cn1 | i | 49.7 | i | 0.5
More records follow.
SMILES | T cell modulator | T cell modulator vesicle-bound % | Myeloid diff MLP | Myeloid diff MLP GFP+ MAC1+ %
CCc1ccc(C(=O)OCC(=O)N(CCOC)c2c(N)n(Cc3ccccc3)c(=O)[nH]c2=O)cc1 | i | 30.0 | i | 0.7
COc1ccccc1N1CCN(CCCCN2C(=O)c3ccccc3C2=O)CC1 | i | 24.6 | i | 1.3
O=C(COC(=O)C1CCCCC1)Nc1cccc(Br)c1 | i | 57.8 | i | 0.6
CN(CC(=O)Nc1cccc(F)c1)C(=O)c1ccc2c(=O)n3c(nc2c1)CCC3 | i | 36.7 | i | 0.7
COc1ccc(CCC(=O)NCCS(=O)(=O)N2CCN(c3ccccc3)CC2)cc1 | i | 13.9 | i | 0.7
CCCCCCc1ccc(N2C[C@H](Cc3ccccc3)[C@@H](CC(=O)NCc3ccc(OC)cc3)C2=O)cc1 | i | 12.9 | i | 2.9
CC(=O)N1CCN(C(=O)c2ccc(S(=O)(=O)Nc3cccc(C(F)(F)F)c3)cc2)CC1 | i | 46.4 | i | 0.5
CCc1sc(C(=O)NNC(=O)CNC(=O)c2ccccc2F)cc1C | i | 37.9 | i | 1.4
CC1CCCN(S(=O)(=O)c2cccc(C(=O)NCc3ccco3)c2)C1 (centres undefined) | i | 46.2 | i | 1.1
Cc1ccc(C(=O)CCC(=O)N2CCN(c3ccccc3O)CC2)cc1 | i | 45.2 | i | 0.3
CN(CC(=O)Nc1ccc(Cl)c(C(F)(F)F)c1)C(=O)C1CC(=O)N(C2CCCC2)C1 (centres undefined) | i | 9.5 | i | 0.5
O=C(CC1CC2CCC1C2)N1CCN(S(=O)(=O)c2ccccc2[N+](=O)[O-])CC1 (centres undefined) | i | 37.1 | i | 0.4
O=C(CN1C(=O)NC2(CCCC2)C1=O)OCCOc1ccccc1Cl | i | 26.6 | i | 0.4
C[C@H](CO)N1C[C@H](C)[C@@H](CN(C)C(=O)Nc2ccc(C(F)(F)F)cc2)Oc2c(NC(=O)C3CCCCC3)cccc2C1=O | i | 10.8 | i | 0.3
COc1ccccc1NS(=O)(=O)c1cc(NC(=O)C(C)NC(N)=O)ccc1N1CCCC1 (centres undefined) | i | 54.0 | i | 0.8
Cc1ccccc1OCC(=O)NNC(=O)C1CC(=O)N(c2ccc3c(c2)OCCO3)C1 (centres undefined) | i | 33.6 | i | 1.0
NC(=O)c1ccsc1NC(=O)COC(=O)/C=C/c1ccccc1 | i | 36.8 | i | 0.2
Cc1ccc(-n2nnnc2CNC(=O)c2ccc([N+](=O)[O-])o2)cc1C | i | 41.8 | + | 4.0*
Fc1ccc2nc3c(nc2c1)CCCC3 | i | 54.1 | i | 0.3
COc1ccc(COC(=O)C2CCN(S(=O)(=O)c3ccc(C)cc3)CC2)cc1 | i | 48.6 | i | 0.3
Cn1c(=O)c2c(ncn2CC(=O)OCCCC(=O)c2ccc(Br)cc2)n(C)c1=O | i | 37.8 | i | 1.1
O=C(COC(=O)CNC(=O)C1CCCCC1)Nc1cccc(F)c1 | i | 13.3 | i | 1.1
COCC(C)n1c(SCC(=O)N2CCOCC2)nc2ccccc2c1=O (centres undefined) | i | 50.7 | i | 0.5
COc1ccc(-n2c(=O)c(CCC(=O)N(C)Cc3cccs3)nc3ccccc32)cc1 | i | 50.6 | i | 0.6
O=C(Nc1ncccc1O)c1ccc2c(c1)OCCO2 | i | 51.2 | i | 1.3
Next section.
SMILES | T cell modulator | T cell modulator vesicle-bound % | Myeloid diff MLP | Myeloid diff MLP GFP+ MAC1+ %
COc1ccc(Cl)cc1NC(=O)CSC1=NN2CCCC(=O)N=C2S1 | i | 28.5 | i | 3.3
CCOc1cc(N2CCOCC2)c(OCC)cc1NC(=O)C1CC(=O)N(c2ccccc2OCC)C1 (centres undefined) | i | 47.6 | i | 1.3
COc1ccc(CCNC(=O)COc2cc(O)c3c(c2)OC(C)(C)CC3=O)cc1 | i | 16.9 | i | 2.4
COc1cccc(C2=CC(=O)CC(c3ccco3)C2)c1 (centres undefined) | i | 39.2 | i | 1.3
O=C(NCCCN1CCCC1=O)c1ccc(S(=O)(=O)Nc2ccccc2F)cc1 | i | 34.0 | i | 0.4
Cc1ccc2[nH]c(CCN(C)C)c(CN3CCOCC3)c2c1 | i | 39.5 | i | 2.4
CC(=O)c1ccccc1NC(=O)CSc1nc2ccccc2c(=O)n1CCCN1CCOCC1 | i | 38.4 | i | 0.3
COc1ccccc1[C@]1(C)ON(c2ccccc2C(F)(F)F)C1=O | i | 30.4 | i | 0.4
COc1ccc(C(=O)N/C(=C\c2ccccc2)C(=O)NCc2cccnc2)cc1 | i | 52.8 | i | 1.1
CCN(C[C@H]1N[C@@](Cc2ccccc2)(C(=O)OC)[C@H]2C(=O)N(Cc3ccccc3)C(=O)[C@@H]12)C(=O)COc1ccccc1 | i | 3.9 | i | 0.4

Compound activity (PubChem)
